High-throughput results deposited in PubChem by National Center for Advancing Translational Sciences (NCATS).
HTT ATP protect = Huntington cell model cytoprotection by ATP luminescence. PC12 HTT-Q103 induced, cytoprotection, ATP luminescence, 40 h. Potency, µM (highest dose often 56.4 µM), for inactives: cytoprotection (ATP increase), actives largely listed as activators. 230,000 compounds, 0.14% hits. AID 1471;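 also: % of control where 0% means no effect; nearly all actives have a fitted effect of over 45% in size; toxic huntingtin expression switched on by the ecdysone agonist tebufenozide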
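Huntington model: PC12 line, ecdysone-inducible HTTQ103 exon1–GFP, tebufenozide 100 nM. Test articles in a dose series. Endpoint luminescence from cellular ATP.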
RGS12 GoLoco inh = RGS12 GoLoco-Gai1 interaction inhibition; P63096; Gai1:RGS12 GoLoco peptide FP, rhodamine, 10 min; Potency, µM (series often up to 61.6 µM), for the others: at the highest dose activity, negative = inhibition, hits mostly inhibitors; 230,000 compounds, 0.44% hits; AID 880; active = well fitted inhibition curve with a large enough effect, not every such curve was filed as active; inactive = no such curve, though single readings can be large or run the other way; also: % is scaled to controls: 0 for no effect and ±100 for the full control effect; nearly all actives have a fitted effect of over 30% in size; many of its hits are not listed in these tables
Target sequence (P63096 whole entry, looked up): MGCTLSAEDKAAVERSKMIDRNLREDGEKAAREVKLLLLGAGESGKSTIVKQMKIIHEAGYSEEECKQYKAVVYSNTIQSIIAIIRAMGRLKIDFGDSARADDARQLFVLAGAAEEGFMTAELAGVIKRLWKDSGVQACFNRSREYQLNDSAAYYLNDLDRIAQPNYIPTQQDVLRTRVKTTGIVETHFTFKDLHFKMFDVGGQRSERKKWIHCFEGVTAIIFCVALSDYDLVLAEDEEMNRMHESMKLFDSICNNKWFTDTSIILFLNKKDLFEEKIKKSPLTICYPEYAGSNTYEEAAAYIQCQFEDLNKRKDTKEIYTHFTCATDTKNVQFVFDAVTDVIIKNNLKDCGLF
IMPase Li cell = cell-permeable IMPase inhibitors with lithium potentiation; CHO-M1 cells, IP1 TR-FRET (IP-One), carbachol + lithium; Potency, µM (highest dose often 59.4 µM), without a hit: top-dose activity, negative = IMPase inhibition, actives largely listed as inhibitors; 210,000 compounds, 0.35% hits; AID 1457;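 also: IP1 builds up when IMPase is blocked and the TR-FRET signal falls; plate controls were basal vehicle for no effect and high inhibitor control for full effect; nearly all actives have a fitted effect of over 50% in size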
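IP1 accumulation measured by competitive TR-FRET in lysed CHO-M1 cells after 30 min compound exposure at 37C, with a small lithium addition to potentiate weak responses. Hill-equation AC50 from ratio and donor-channel data.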
aGlu spleen mod = lysosomal alpha-glucosidase (human) modulation; P10253; human spleen homogenate, 4-MU-alpha-glucoside fluorescence; Potency, µM (top dose mostly 79.9 µM), inactives show top-dose activity change, negative = inhibition, actives largely listed as inhibitors; 240,000 compounds, 0.006% hits;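 also: 0% = enzyme with vehicle and -100% = no enzyme basal signal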
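Compounds were titrated against alpha-glucosidase in spleen homogenate at pH 5.0, with 1 mM 4-methylumbelliferyl substrate for 40 min at 37 C. Reactions were quenched with pH 10 NaOH/glycine and fluorescence measured.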
GAA glycogen = GAA glycogen-cleavage inhibition or activation; P10253; Potency, µM (series often up to 76.4 µM), without a hit: top-dose activity change, negative = inhibition, hits mostly inhibitors; recombinant GAA, glycogen substrate, Amplex Red glucose oxidase fluorescence; 300,000 compounds, 0.38% hits;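 also: 0% = full enzyme reaction and -100% = no-enzyme basal signal; the screen sought inhibitors and activators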
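Natural-substrate format: glycogen cleavage by 4 nM human enzyme, glucose read by Amplex Red coupling (Ex 573, Em 610 nm). Normalized to enzyme and no-enzyme controls.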
HttQ103 aggreg = inhibitors of mutant huntingtin aggregate formation in PC12 cells | 220,000 compounds, 1.1% hits | PC12 HttQ103-GFP aggregates, Acumen cytometry, 40 h | Potency, µM (series often up to 46.1 µM), inactives show top-dose activity change, negative = inhibition, usual class: inhibitors; also: % is scaled to controls: 0 for no effect and ±100 for the full control effect; nearly all actives have a fitted effect of over 60% in size
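Compounds (qHTS titration) were added to PC12 cells expressing an ecdysone-driven HTT exon 1 Q103–GFP fusion after induction with 100 nM tebufenozide. Aggregate formation was measured as GFP objects in cell lysates.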
GAA inhib = alpha-glucosidase (human) inhibition. P10253. AID 1466. purified human GAA, 4-MU-alpha-glucoside fluorescence. Potency, µM (highest dose often 76.9 µM), for inactives: top-dose activity change, negative = inhibition, usual class: inhibitors. 200,000 compounds, 0.005% hits;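 also: plate controls were uninhibited enzyme wells for no effect and no-enzyme background for full effect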
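qHTS format, compound range up to 77 uM. Human lysosomal enzyme at 4 nM, 400 uM 4-MU glucoside substrate, pH 5.0, 20 min room temperature; fluorescence after alkaline stop gives activity normalized to controls.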
Active calls of the source: *; ? = inconclusive; / = not tested or not shown; [ ] = another dose, or the depositor's remark. Unless noted, calls follow the shape of the dose curve; as a rule, active = well fitted curve in the direction sought with a large enough effect; inconclusive = small, poorly fitted or top-dose-only effect, or another doubt; inactive = no such curve, though single readings can be large; an effect the other way counts as inactive or inconclusive. Potency is read from the fitted curve at half-maximal effect.

1. Cn1nnnc1SCC(=O)Nc1ccc(Br)cc1Cl
2. Cc1ccc(CC2C(=O)N(CC(=O)O)C(=O)C2C)cc1 (centres undefined)
3. Cc1cc(NC(=O)Cc2ccccc2)nc2c1c(=O)oc1ccccc12
4. CC(C)=CCC(C)(C)CNC(=O)NC1CCCCC1
5. Cc1ccc(NC(=O)CSCCc2ccccn2)nc1
6. CC1CCCCC1NC(=O)c1nnc(Cc2ccc(Cl)cc2)o1 (centres undefined)
7. O=C(Cn1cccc1)N1CCc2ccccc21
8. CCN(CC)S(=O)(=O)c1cccc(C(=O)NN2Cc3ccccc3C2=N)c1
Compound,1,2,3,4,5,6,7,8
HTT ATP protect,-8.6%[10 µM],19.8%,25.8%[10 µM],-19.2%[10 µM],2.6%,3.1%,10.2%,0.1%[10 µM]
RGS12 GoLoco inh,-70.3%,-13.2%,9.0%,-7.2%,-3.0%,-4.9%,-0.1%,/
IMPase Li cell,7.9%,15.7%[38.3 µM],34.2%[activator][38.3 µM],15.8%,21.0%[38.3 µM],7.3%,-6.5%[38.3 µM],/
aGlu spleen mod,-0.5%,1.8%,-0.1%,-0.2%,0.9%,2.5%,-1.6%,-2.3%
GAA glycogen,2.2%,-1.7%,2.4%,2.4%,4.6%,1.1%,-2.8%,1.8%
HttQ103 aggreg,18.0%,-10.3%,2.8%,-13.2%,-3.5%,6.8%,8.0%,16.9%
GAA inhib,?,1.5%,-5.7%,5.3%,-3.9%,5.1%,-0.9%,-8.9%

9. CCCc1cnc(NCCNCC(O)COc2ccc(Cl)c(Cl)c2)nc1 (centres undefined)
10. O=C(N/N=C/c1ccco1)c1cc(-c2cccc3ccccc23)n[nH]1
11. C[N+]1(CCC(=O)c2ccco2)CC2CCC(CC2)C1 (centres undefined)
12. CCOc1ccc(OCC)c(NC(=O)C2CCN(c3nn4c(=O)cc(C)nc4s3)CC2)c1
13. S=c1[nH]nc(CCc2ccccc2)n1Cc1ccccc1
14. CN(C)S(=O)(=O)c1cccc(NC(=O)COC(=O)CCc2nc3ccccc3s2)c1
15. CCOC(=O)C1CCN(C(=O)c2ccccc2Oc2ccccc2)CC1
16. N#C/C(=C\c1ccc[nH]1)Sc1nc2ccccc2s1
Compound,9,10,11,12,13,14,15,16
HTT ATP protect,-91.2%[inhibitor][10 µM],-15.8%,-5.5%[10 µM],-25.9%,7.0%,-5.0%,19.6%,11.8%
RGS12 GoLoco inh,-2.5%,11.2%,-4.1%[14.2 µM],5.8%,-3.8%,-4.4%,10.8%,9.7%
IMPase Li cell,/,8.6%[38.3 µM],1.6%,-6.5%[38.3 µM],14.2%[38.3 µM],20.2%[38.3 µM],0.4%[38.3 µM],-1.0%[38.3 µM]
aGlu spleen mod,-0.1%,-2.7%,/,-4.3%,-13.2%,-0.3%,4.5%,3.8%
GAA glycogen,1.9%,-10.5%,/,7.9%,-16.3%,1.6%,-6.0%,-23.3%
HttQ103 aggreg,-26.1%[9.22 µM],0.5%,/,0.9%,-7.1%,-0.2%,12.5%,-13.1%
GAA inhib,/,?,/,6.2%,-3.2%,-8.0%,-5.7%,?

17. COCc1nnc(NC(=O)CC(C)c2ccccc2)s1 (centres undefined)
18. O=C(c1cccc(F)c1)N1CCN(C(=O)c2cc3ncc(Br)cn3n2)CC1
19. CCOC(=O)CN(C(=O)Cn1nnc(-c2ccc(C)cc2)n1)C(CC)C(=O)NC1CCCC1 (centres undefined)
20. O=S(=O)(NCC(c1ccco1)N1CCOCC1)c1ccc(Cl)cc1 (centres undefined)
21. Cc1sc2nc(-c3ccncc3)[nH]c(=O)c2c1-c1ccccc1
22. COCC(=O)Nc1cc([N+](=O)[O-])ccc1OC
23. CCC1(COC(NC(=O)c2cccnc2)(C(F)(F)F)C(F)(F)F)COC1
24. CCOC(=O)NC1(C(F)(F)F)NC(=O)N(c2ccc(F)cc2)C1=O (centres undefined)
Compound,17,18,19,20,21,22,23,24
HTT ATP protect,-2.3%,14.4%,-19.8%[10 µM],-1.0%[10 µM],19.2%[10 µM],6.0%[0.074 µM],-20.5%[0.074 µM],-4.6%[10 µM]
RGS12 GoLoco inh,-6.7%,5.9%,1.5%,-5.6%,8.8%,5.2%,13.3%,11.9%
IMPase Li cell,16.6%[38.3 µM],4.3%[38.3 µM],26.2%[38.3 µM],12.7%,4.4%,-9.7%,18.9%[38.3 µM],-2.5%
aGlu spleen mod,-5.2%,1.4%,-15.8%,0.1%,-6.1%,4.1%,-2.6%,-5.3%
GAA glycogen,-11.6%,7.9%,0.2%,0.3%,0.1%,-2.0%,3.9%,5.9%
HttQ103 aggreg,-5.1%,8.7%,5.8%,19.2%,-5.4%,10.4%,-17.3%,-12.4%
GAA inhib,-0.3%,-1.4%,4.5%,-14.0%,-2.4%,-1.8%,1.1%,-2.9%

25. CCOC(=O)Cc1nnc(NC(=O)CSc2nncn2C)s1
26. Cc1ccc(-n2c(C)cc(C(=O)NS(=O)(=O)c3ccc(C)cc3)c2C)cc1
27. COc1cccc(Cn2c(=O)c(CCc3ccccc3)nc3cncnc32)c1
28. COc1ccc(CNc2nc(-c3cccnc3)nn2C(=O)C(C)C)cc1
29. CCn1cc(C(=O)NCCCN2CCC(C)CC2)c2cc(OC)c(OC)cc2c1=O
30. CC(Oc1ccc2ccccc2c1)C(=O)NNC(=S)NC(=O)c1ccco1 (centres undefined)
31. Cc1cccnc1NC(=S)Nc1ccc(Br)cc1Cl
32. CNc1ncncc1-c1ccc(C(=O)N(C)C)cc1
Compound,25,26,27,28,29,30,31,32
HTT ATP protect,-4.0%[10 µM],23.3%[10 µM],17.1%,-13.0%,-30.2%,25.7%,/,-11.5%
RGS12 GoLoco inh,2.4%,-19.9%,5.4%,13.9%,-5.1%,13.9%,1.9%,-13.1%
IMPase Li cell,-10.8%[38.3 µM],0.4%,-4.1%,8.6%,6.0%[38.3 µM],29.6%[38.3 µM],6.2%,2.3%
aGlu spleen mod,-9.1%,2.3%,1.0%,/,-7.2%,-0.4%,2.4%,7.8%
GAA glycogen,0.1%,0.6%,/,-3.1%,10.0%,-1.9%,-12.7%,/
HttQ103 aggreg,-6.9%,8.4%,/,11.0%,-13.0%,11.2µM*,14.5%,/
GAA inhib,?,0.5%,/,-5.2%,-2.0%[15.4 µM],1.8%,-5.0%,/

Sorted by molecular weight (low to high): 3 of the compounds above.
25. CCOC(=O)Cc1nnc(NC(=O)CSc2nncn2C)s1
31. Cc1cccnc1NC(=S)Nc1ccc(Br)cc1Cl
30. CC(Oc1ccc2ccccc2c1)C(=O)NNC(=S)NC(=O)c1ccco1 (centres undefined)
Compound,25,31,30
HTT ATP protect,-4.0%[10 µM],/,25.7%
RGS12 GoLoco inh,2.4%,1.9%,13.9%
IMPase Li cell,-10.8%[38.3 µM],6.2%,29.6%[38.3 µM]
aGlu spleen mod,-9.1%,2.4%,-0.4%
GAA glycogen,0.1%,-12.7%,-1.9%
HttQ103 aggreg,-6.9%,14.5%,11.2µM*
GAA inhib,?,-5.0%,1.8%

Going on with the list:
33. O=C(CSc1ccc2c(c1)OCCO2)NC(=O)Cc1ccccc1
34. O=C(NCC1COc2ccccc2O1)C1(c2ccccc2)CCCC1 (centres undefined)
35. Cc1onc(-c2c(F)cccc2Cl)c1C(=O)Nc1ccc(S(=O)(=O)Nc2ncccn2)cc1
36. O=C(COC(=O)c1sc2cc(Cl)ccc2c1Cl)Nc1ncc(Cl)cc1Cl
37. COc1cc(O)c(C(C)=O)c(OC)c1
38. Clc1ccc(C2CC(c3ccccc3)Nc3ncnn32)cc1 (centres undefined)
39. CCOC(=O)C1=C(CSc2nc3c(cc2C#N)CN(C)CC3)OC(N)=C(C#N)C1c1ccncc1 (centres undefined)
40. C=CCC(C(=O)OC)(C(=O)OC)c1ccc([N+](=O)[O-])cc1[N+](=O)[O-]
Compound,33,34,35,36,37,38,39,40
HTT ATP protect,20.3%[10 µM],-1.5%[10 µM],-13.7%[10 µM],10.8%[10 µM],/,-6.7%,/,0.9%[10 µM]
RGS12 GoLoco inh,-2.7%,5.7%,-5.6%,28.0%,2.0%,5.4%,-1.4%,11.9%
IMPase Li cell,7.4%,17.5%,1.2%[38.3 µM],-27.1%,13.7%,33.1%[38.3 µM],8.2%,10.8%
aGlu spleen mod,-1.7%,0.2%,-17.0%,4.3%,2.4%,-2.8%,-19.5%,-3.3%
GAA glycogen,4.0%,7.0%,11.0%,-2.5%,/,2.8%,6.5%,-9.7%
HttQ103 aggreg,1.4%,8.0%[9.22 µM],6.8%,3.4%,/,-14.3%,-0.7%,2.2%
GAA inhib,0.2%,?,8.9%,6.1%,/,1.6%,-11.1%,-4.4%

41. COc1ccc(C)cc1NC(=O)c1nn(C)cc1Br
42. Cc1ccc(Cl)c(OCC(=O)OCC(=O)NC2CCCc3ccccc32)c1 (centres undefined)
43. CCOC(=O)c1cn(Cc2c(C)c(C)c(C)c(C)c2C)nn1
44. Clc1cccc(-c2nc(NCC3CCCO3)c3ccccc3n2)c1 (centres undefined)
45. COc1ccc(C(=O)Cc2cc(OC)c(OC)cc2[N+](=O)[O-])c(OC)c1
46. Nc1cccc(-c2cc3ccccc3oc2=O)c1
47. O=[N+]([O-])c1cnc2ccccn12
48. CCOc1cc(/C=N/NS(=O)(=O)c2ccccc2)ccc1OS(=O)(=O)c1ccc(C)cc1
49. CCOC(=O)Nc1cc(C(=O)OC)ccc1C
50. CCC(C)[C@H](NC(=O)Nc1ccccc1F)C(=O)O (some centres undefined)
Compound,41,42,43,44,45,46,47,48,49,50
HTT ATP protect,25.9%[10 µM],-9.0%[1.9 µM],/,-36.0%[inhibitor],-15.6%,/,3.98µM*,-13.1%,-8.8%,-8.0%[10 µM]
RGS12 GoLoco inh,4.6%,4.5%,-8.8%,9.3%,13.8%,12.2%,1.6%,11.7%,-3.8%,-2.8%
IMPase Li cell,/,-3.6%,-2.7%,15.0%,7.7%[38.3 µM],-6.3%,/,12.6%[38.3 µM],23.3%[38.3 µM],/
aGlu spleen mod,3.9%,0.9%,0.5%,-3.1%,-5.8%,2.1%,0.6%,0.4%,-8.4%,-11.0%
GAA glycogen,6.1%,-8.7%,-7.7%,2.3%,10.1%,3.5%,5.2%,-11.6%,10.3%,2.2%
HttQ103 aggreg,14.8%[9.22 µM],16.5%,3.7%,-25.1%,-7.9%,/,6.8%[9.22 µM],-4.7%,-10.1%,12.0%[9.22 µM]
GAA inhib,/,-7.2%,1.8%,-4.8%,-3.3%,-2.3%,/,-2.4%,8.8%,/

Not all compounds are listed. The share of hits here may be higher or lower than overall.
